CXCR6 block – blocks human CXCR6 beta-arrestin recruitment | CHO-K1 PathHunter CXCR6 beta-arrestin, luminescence | inhibition, % at 20 µM | 0.36% of 360,000 active | AID 602244; in the data active = inhibition above about 34%, passing the limit was not always enough;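 also: antagonist mode with CXCL16 agonist at 10 nM final; 0% = 10 nM CXCL16 with DMSO and 100% = unstimulated wells without agonist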
Target sequence (O00574 whole entry, looked up): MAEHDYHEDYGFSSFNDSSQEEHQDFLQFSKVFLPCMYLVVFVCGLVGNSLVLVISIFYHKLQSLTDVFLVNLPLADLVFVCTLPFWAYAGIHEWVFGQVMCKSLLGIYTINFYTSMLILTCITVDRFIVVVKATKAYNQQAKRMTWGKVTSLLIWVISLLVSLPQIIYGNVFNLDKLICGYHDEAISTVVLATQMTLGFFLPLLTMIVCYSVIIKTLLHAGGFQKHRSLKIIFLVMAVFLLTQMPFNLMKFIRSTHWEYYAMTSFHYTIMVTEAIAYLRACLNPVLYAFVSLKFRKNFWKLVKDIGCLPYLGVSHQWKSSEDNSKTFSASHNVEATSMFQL
EBI2 antag – EBI2 (human) antagonism; P32249; EBI2 beta-arrestin recruitment, luminescence, 7a,25-OHC stimulated; inhibition, % at 5 µM; 0.81% of 360,000 active; AID 651636; in the data active = inhibition above about 38%;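 also: enzyme fragment complementation signal reports receptor beta-arrestin coupling in cells; 0% = agonist plus DMSO wells and 100% = wells without agonist; some results beyond the cut were filed as inactive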
Target sequence (P32249 whole entry, looked up, the tested form may be a part): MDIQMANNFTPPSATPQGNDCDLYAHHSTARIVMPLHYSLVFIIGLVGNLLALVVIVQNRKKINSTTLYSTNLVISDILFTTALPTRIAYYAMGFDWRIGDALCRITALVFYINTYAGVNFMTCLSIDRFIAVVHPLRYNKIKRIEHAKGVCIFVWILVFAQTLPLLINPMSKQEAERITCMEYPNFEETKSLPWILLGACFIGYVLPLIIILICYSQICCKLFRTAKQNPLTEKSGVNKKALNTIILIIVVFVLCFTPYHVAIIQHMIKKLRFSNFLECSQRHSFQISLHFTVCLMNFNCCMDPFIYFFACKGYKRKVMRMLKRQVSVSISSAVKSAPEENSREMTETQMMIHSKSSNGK
* = called active by the depositor. This is a subset; rates above refer to the full screens.

SMILES	CXCR6 block	EBI2 antag
CC1C(=O)N(Cc2cn(CC3CCCCC3)nn2)CCS(=O)(=O)N1Cc1ccc(-c2ccncc2)cc1 (stereo not given)	-5	0
O=C(Nc1cc(S(=O)(=O)N2CCOCC2)ccc1OCC(F)(F)F)C1CCCC1	8	-9
Cc1c(C(=O)NCc2cccc(C(F)(F)F)c2)sc(=O)n1Cc1ccc(F)cc1	2	13
CCC(c1nnnn1-c1c(C)cccc1C)N1CCCN(Cc2ccc(F)cc2)CC1 (stereo not given)	-11	13
COc1cccc(NC(=O)CSCc2nc3sc(C)c(C)c3c(=O)[nH]2)c1	-1	-5
COc1cccc(NC(=O)C2(C)CCN2Cc2ccccc2Cl)c1 (stereo not given)	6	10
O=C(CCN1CCCCO1)NC1CCCc2c1cnn2-c1ccc(F)cc1F (stereo not given)	2	-10
CC(C)C[C@H]1CN(CCCC[C@H]2CNC(=O)C(=O)N2Cc2ccccc2)C(=O)C(=O)N1Cc1ccccc1	-8	2
N#CC1C(=O)NC(=O)C(C#N)C12CCCCC2 (stereo not given)	2	-3
COc1ccc(-c2c(C(=O)c3ccccc3)[nH]c(N)c2C(N)=O)cc1OC	10	3
NC(c1csc(NC(=O)Nc2ccc(OC(F)(F)F)cc2)n1)C1CCCCC1 (stereo not given)	-13	-3
CCCC(C)(C)C(=O)N1CCC1(C)C(=O)Nc1ccc(OC)c(OC)c1 (stereo not given)	4	14
CC1(C(=O)Nc2ccc(Cl)c(Cl)c2)CCN1CCc1ccccc1 (stereo not given)	-4	13
Cc1cc(C(=O)NNC(C)Cc2ccccc2)no1 (stereo not given)	-1	-3
COC(=O)[C@]12CCCCC=C1N(Cc1ccco1)C(=O)[C@H](CC(=O)NCCCCc1ccccc1)C2	8	22

Given with the structure last: part of the list above.
CXCR6 block,EBI2 antag,SMILES
-11,13,CCC(c1nnnn1-c1c(C)cccc1C)N1CCCN(Cc2ccc(F)cc2)CC1 (stereo not given)
6,10,COc1cccc(NC(=O)C2(C)CCN2Cc2ccccc2Cl)c1 (stereo not given)
-13,-3,NC(c1csc(NC(=O)Nc2ccc(OC(F)(F)F)cc2)n1)C1CCCCC1 (stereo not given)

Remaining list, next part
SMILES	CXCR6 block	EBI2 antag
O=C(Nc1ccc([N+](=O)[O-])cc1)c1cccc([N+](=O)[O-])c1	-12	-1
CCCc1cc(CCC)n2nc(N)nc2n1	10	-2
Nc1cc(C(=O)N2CCN(c3ccccc3Cl)CC2)ccc1N1CC2CC(C1)c1cccc(=O)n1C2 (stereo not given)	4	-4
CSc1ncnc2c1ncn2CCCNCc1ccccc1	6	-13
Cc1ccc2nc(-c3cccc(Br)c3)c(Cc3ccccc3C(F)(F)F)n2c1	6	-4
CCOC(=O)N1CCN(C(=O)C[C@@H]2C[C@@]3(C(=O)OCC)CCC=C3N(Cc3ccccc3)C2=O)CC1	-7	-4
CC(C)C[C@@H]1O[C@H](CCc2ccccc2)Cc2[nH][nH]c(=O)c21	-8	3
CC(=O)Nc1cc(-c2ccoc2)cn2c(-c3ccccc3)cnc12	6	13
Cn1nc(C(C)(C)C)cc1C(=O)N1CCCC(c2cc(C(=O)NCc3ccccc3)no2)C1 (stereo not given)	-13	5
Cc1noc(C)c1C(=O)N1CCC1(C)C(=O)NS(=O)(=O)c1ccccc1Cl (stereo not given)	0	-4
COc1ccccc1CN1C(=O)C(Cc2ccccc2)ON=C1c1ncccc1C (stereo not given)	3	7
C[C@@H](NC(=O)[C@@H]1CCCN1C(=O)OC(C)(C)C)c1ccccc1	-7	-17
CC(C)(C)c1ccc(CC(=O)N2CCC2(C)C(=O)NS(=O)(=O)c2ccccc2)cc1 (stereo not given)	1	-10
CCc1nc2ccc(C(=O)N3CCN(c4ccccc4)CC3)cn2c1N(CCC(C)C)CCN(C)C	-1	-6
Cc1cc(C)cc(C(O)c2ncc(-c3ccc(F)cc3)[nH]2)c1 (stereo not given)	-2	0

Compound profiles, from the list above. Screens in order: CXCR6 block	EBI2 antag
`Nc1cc(C(=O)N2CCN(c3ccccc3Cl)CC2)ccc1N1CC2CC(C1)c1cccc(=O)n1C2` (stereo not given) is listed as 4	-4
`CCOC(=O)N1CCN(C(=O)C[C@@H]2C[C@@]3(C(=O)OCC)CCC=C3N(Cc3ccccc3)C2=O)CC1` is listed as -7	-4
`C[C@@H](NC(=O)[C@@H]1CCCN1C(=O)OC(C)(C)C)c1ccccc1` is listed as -7	-17
`Cc1ccc2nc(-c3cccc(Br)c3)c(Cc3ccccc3C(F)(F)F)n2c1` is listed as 6	-4

Further structures follow.
SMILES	CXCR6 block	EBI2 antag
C[C@H](CO)N1C[C@H](C)[C@@H](CN(C)C(=O)c2cccnc2)Oc2ncc(Br)cc2C1=O	-1	-2
COCCN1C(=O)c2ccccc2C1c1nnnn1C(C)C (stereo not given)	0	-4
CCOC(=O)C1(C#N)C(=O)CSC1=Nc1ccccc1Cl (stereo not given)	-7	-11
COc1ccc(NC(=O)C2(C)Cc3c(-c4cccc(NC(C)=O)c4)ccnc3O2)cc1 (stereo not given)	-6	-19
CCN1C(=O)[C@@H]2[C@@H]3CN(S(=O)(=O)c4ccc(C)cc4)[C@@H](c4ccccc4F)[C@@H]3C(=O)C[C@@H]2C1=O	-7	-6
O=C1NC(Cc2ccc(O)cc2)c2nc3ccc(Cl)cc3c(=O)n2-c2cc3ccccc3cc21 (stereo not given)	3	10
O=C(OCc1cn([C@@H]2C[C@H](c3ccc(Cl)cc3)N(CC3CCCCC3)C[C@H]2O)nn1)c1ccccc1	0	2
OC(c1ccc(Cl)c(Cl)c1)c1ncc(-c2ccccc2Cl)[nH]1 (stereo not given)	-2	6
O=C(O)C(=Cc1ccncc1)c1cccc2ccccc12	-6	-14
CCC(=O)N1CCC(C)(C(=O)Nc2nccc3ccccc23)C1 (stereo not given)	-1	-3
CCOC(=O)[C@]12CCC=C1N(Cc1ccccc1)C(=O)[C@H](CC(=O)NCCc1ccccc1OC)C2	-2	8
CCc1nc2ccc(C(=O)NCCCN(C)C)cn2c1N(C)Cc1ccc(OC)cc1	1	-4
CCCC#Cc1ccc2c(c1)O[C@@H](CN(C)Cc1ccc3c(c1)OCO3)[C@H](C)CN([C@@H](C)CO)S2(=O)=O	7	8
COc1ccc(S(=O)(=O)N2CCC(C(=O)NN3CCCCC3)CC2)cc1	-8	-3
CCN1C(=O)[C@@H]2[C@@H]3CN(S(=O)(=O)c4ccc(C)cc4)[C@@H](c4cccc5ccccc45)[C@@H]3C(=O)C[C@@H]2C1=O	-5	3
CCOC(=O)[C@]12CCC=C1N(Cc1ccco1)C(=O)[C@H](CC(=O)NCc1cccs1)C2	0	-3
COc1cc(C(O)c2nc(-c3csc4ccccc34)cs2)ccc1F (stereo not given)	-10	-2
CC(=O)Nc1cc(-c2cccc(CO)c2)cn2c(-c3ccc(F)cc3)cnc12	7	18
Cc1ccc(S(=O)(=O)N2CCCCC2)cc1NC(=O)COC(=O)C1CC1	0	0
COc1ccc(CC(N)c2csc(NC(=O)NCCc3ccc(OC)c(OC)c3)n2)cc1 (stereo not given)	1	0
CCCCCc1c(-c2ccc(OC)c(OC)c2)ncn1CCc1ccccc1OC	35	5
Cc1noc(C)c1C(=O)N1CCC1(C)C(=O)NS(=O)(=O)c1cccs1 (stereo not given)	0	-4
COc1ccc(C(c2nnnn2C(C)(C)C)N2CCN(C/C=C/c3ccccc3)CC2)cc1 (stereo not given)	12	37
CCN(CC)c1ncnc2c1ncn2[C@H]1CN(Cc2ccccc2)C[C@@H](COC(C)=O)O1	9	9
COCCNC(=O)C[C@H]1C[C@H]2c3cc(NS(=O)(=O)c4ccc(F)cc4)ccc3O[C@H]2[C@H](CO)O1	7	-1
C1=C[C@H]2CCCN3CC[C@@H]([C@@H]2[C@]32CO2)[C@H]1CCOCc1ccccc1	-3	5
CC(=O)Nc1ccc(S(=O)(=O)N(CC(=O)NCC2CCCO2)Cc2ccccc2Cl)cc1 (stereo not given)	-9	-1
COCCCN1C(=O)C(CC(=O)NCCCCc2ccccc2)CC(C(=O)N(C(C)C)C(C)C)=C1C (stereo not given)	-3	3
CCN(CC)C(=O)C1=C(C)N(Cc2ccc(F)cc2)C(=O)C(CC(=O)NC2CCCC2)C1 (stereo not given)	4	-6
Cc1cc(C(=O)OC(C)C(=O)NC2CCCCC2C)c2ccccc2n1 (stereo not given)	1	0
Cc1cccc(Cn2c(NC3CCCC3)nc3c2c(=O)[nH]c(=O)n3C)c1	3	24
COc1ccc(Br)c(C(=O)N2CCCC2(C)C(=O)NCC(C)C)c1 (stereo not given)	2	8
CCC(C)[C@H]1CNC(=O)C(=O)N1CCc1cccc2ccccc12 (stereo not given in full)	1	11
c1ccc2c(c1)nnn2-c1ccncc1	2	-2
COc1cc(OC)cc(OC2(C)CCN(Cc3ccc(OC(C)C)cc3)C2)c1 (stereo not given)	-1	-7
CCOC(=O)C(=O)N(C)c1c(CC)nc2c(OCc3ccccc3C)cccn12	2	1
CCOC(=O)C(=O)Nc1ccc(S(=O)(=O)Nc2nccc(C)n2)cc1	6	-2
CC(C)(C)OC(=O)N1CCN(C(c2ccnc3ccccc23)c2nnnn2-c2ccc3c(c2)OCCO3)CC1 (stereo not given)	2	2
CCOC(=O)c1c(C)[nH]c(C)c1C(=O)COC(=O)c1nn(CC)c(=O)c2ccccc12	-1	8
CCCCC(c1nc2ccccc2[nH]1)n1c(=O)c(-c2ccccc2)nc2cc(C)c(C)cc21 (stereo not given)	16	-4
COc1ccc(-c2cc(NC=O)c3ncc(-c4cccc(C(=O)NCCN(C)C)c4)n3c2)c(OC)c1	-3	0
CC1(Cc2cccc(F)c2)C(=O)Nc2ccc(-c3cccnc3)cc21 (stereo not given)	-13	0
CCN(C)C1CN(Cc2cn(Cc3cccc(Cl)c3)nn2)S(=O)(=O)C1 (stereo not given)	-5	-4
CC(=O)Nc1cccc(-c2csc(C(C)(O)c3cccc(F)c3)n2)c1 (stereo not given)	-1	3
CC(=O)NC(C)(c1ccccc1)c1nc(-c2cccc(C#N)c2)cs1 (stereo not given)	4	1

Given with two lines to a compound: part of the list above.
Results follow in this order: CXCR6 block | EBI2 antag
COc1cc(OC)cc(OC2(C)CCN(Cc3ccc(OC(C)C)cc3)C2)c1 (stereo not given)
    -1 | -7
CCOC(=O)C(=O)N(C)c1c(CC)nc2c(OCc3ccccc3C)cccn12
    2 | 1
CCOC(=O)C(=O)Nc1ccc(S(=O)(=O)Nc2nccc(C)n2)cc1
    6 | -2

More entries:
SMILES	CXCR6 block	EBI2 antag
Cc1ccc(-c2csc(C(O)c3ccc(F)cc3)n2)cc1C (stereo not given)	-11	3
Cc1cc2nc(C3CCCCC3)c(Cc3cccc(Cl)c3)n2c(C)c1Br	-2	-9
CCOC(=O)C1=C(C)OC(=CC=Cc2ccccc2)C1=O	9	14
O=C(NC1CCCCC1)c1ccc2ccccc2c1O	-4	-1
O=C1C(=Cc2ccc(F)cc2)Cc2ccccc21	-1	8
CC1(c2nnnn2Cc2ccccc2)CCC(=O)N1CCCn1ccnc1 (stereo not given)	-3	-5
c1cc(-c2cc3c(o2)CCCC3OCCN2CCOCC2)cs1 (stereo not given)	2	-4
COc1ccc(C(=O)c2[nH]c(N)c(C(=O)NCCc3c[nH]c4ccccc34)c2-c2ccc(Cl)c(F)c2)cc1	2	6
CCN(CC)C(=O)C1=C(C)N(Cc2ccc(F)cc2)C(=O)C(CC(=O)NC2CCCCC2)C1 (stereo not given)	4	0
Fc1ccc(-c2nc3ccc(Cl)cn3c2Cc2cccc(F)c2)cc1	19	9
COc1ccc(CNC(=O)c2ccc(-n3cncn3)c3ccoc23)cc1OC	1	1
COc1ccc(C(C)C)cc1-c1cc(C(=O)NCc2cccc(C(F)(F)F)c2)[nH]n1	-1	28
COc1ccc(NC(=O)C2(C)Cc3c(-c4cccc(C(F)(F)F)c4)ccnc3O2)cc1OC (stereo not given)	13	13
Cc1ccc(CS(=O)Cc2ccc(C(=O)N3CCN(c4cccc(C)c4C)CC3)o2)cc1 (stereo not given)	-3	7
O=C1c2cccc3cccc(c23)C(=O)N1CCO	7	-2

Retrieved by structure from the list above (2):
SMILES	CXCR6 block	EBI2 antag
CCOC(=O)C1=C(C)OC(=CC=Cc2ccccc2)C1=O	9	14
O=C(NC1CCCCC1)c1ccc2ccccc2c1O	-4	-1

(list continues)
SMILES	CXCR6 block	EBI2 antag
CCCCNC(=O)C[C@@H]1C[C@@]2(C(=O)OC)CCCCC=C2N(Cc2ccc(Cl)cc2Cl)C1=O	5	12
CCCCn1nnnc1C1(C)CCC(=O)N1CCOC (stereo not given)	2	-3
OC(c1ccccc1)c1nc(-c2csc3ccccc23)cs1 (stereo not given)	-6	1
COc1ccc([C@H]2C[C@H](n3cc(COC(=O)c4ccccc4)nn3)[C@@H](O)CN2CC2CCCCC2)cc1	2	7
COc1ccc(NC(=O)C2Cc3c(-c4cccc(NC(C)=O)c4)ccnc3O2)cc1 (stereo not given)	-4	-9
CCCNC(=O)C1(C)CCCN(Cc2ccc(-n3ccnc3)cc2)C1 (stereo not given)	6	-3
CCOC(=O)C1(C)CCN1C(=O)/C=C/c1ccccc1 (stereo not given)	-12	-4
CCN(CC)CCN(C)C(c1cc2ccccc2o1)c1nnnn1C(C)(C)C (stereo not given)	0	2
COc1cc(OC)c(C=Cc2ccncn2)c(OC)c1	-6	-3
COCCNC(=O)C1(C)CCN(C(=O)c2cc(C)n(C(C)(C)C)n2)C1 (stereo not given)	-2	7
COc1ccccc1-c1cnc(C(O)c2cccc(F)c2)[nH]1 (stereo not given)	-9	-3
COCCNC(=O)C1(C)CCN(C(=O)c2cc(C)nn2C(C)(C)C)C1 (stereo not given)	4	3
c1cc2[nH]c3ccncc3c2cn1	-11	-4
C#CCNC(=O)C[C@@H]1C[C@@]2(C(=O)OCC)CCCC=C2N(CCCCCCCC)C1=O	8	6
CCc1nc2ccc(C(=O)NCCCn3ccnc3)cn2c1N(C)Cc1cccs1	1	3
c1ccc(OCCNc2ccn3nc(-c4ccco4)cc3n2)cc1	-4	5
COc1ccc(Br)cc1CNC(=O)C1CCCN(S(=O)(=O)N2CCC(C)CC2)C1 (stereo not given)	8	13
